Screening results (PubChem)
IDE cell inh = cellular human IDE inhibition | actives 0.41% (n = 320,000) | P14735 | inhibition, % at 5.59 µM | HEK cells, FAbetaB cleavage, fluorescence polarization | AID 434962;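 active means percent inhibition above the average of all tested compounds plus 3 SD, set per screening campaign, cut at about 16% in these data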;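 further: IDE supplied by intact live HEK cells; FP after avidin binding of uncleaved biotin substrate so inhibition keeps polarization high; 0% = DMSO wells and 100% = 60 µM reference IDE inhibitor Ii1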
PHOSPHO1 inh = PHOSPHO1 (human) inhibition. Q8TCT1. recombinant PHOSPHO1, absorbance phosphatase assay. inhibition, % at 13.3 µM. actives 1.1% (n = 290,000); in the data active means inhibition above about 60%
IMP-1 inhibitor = blocks Pseudomonas aeruginosa IMP-1 metallo-beta-lactamase. purified IMP-1, nitrocefin hydrolysis, epi-absorbance fluorescence. inhibition, % at 5.6 µM. actives 0.45% (n = 290,000). AID 1556;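 active means inhibition above the mean plus 3 SD of all compounds in the same screening run, cut at about 4.5% in these data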;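 further: 0% = IMP-1 with DMSO and 100% = DMSO wells lacking enzyme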
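system = purified recombinant IMP-1 beta-lactamase | amount = 0.2 nM IMP-1, as dispensed | medium = HEPES buffer pH 7.1 with ZnSO4 and Brij 35 | times = 25 °C, 15 min preincubation, 25 min reaction | detection = plate fluorescence quenching by hydrolysis product, ex 480/em 530 nm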
VIM-2 inh = blocks Pseudomonas aeruginosa VIM-2 metallo-beta-lactamase. purified VIM-2, nitrocefin hydrolysis, epi-absorbance fluorescence. actives 0.89% (n = 290,000). inhibition, % at 5.6 µM. AID 1527;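 active means inhibition above the mean of all tested compounds plus 3 SD, cutoff set per screening run, cut at about 7.5% in these data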;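 further: red hydrolysis product quenches plate fluorescence so inhibitors raise well fluorescence; 0% = enzyme with DMSO and 100% = DMSO without enzyme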
NALP1 yeast inh = inhibitors of NALP1 inflammasome in yeast; S. cerevisiae NALP1/ASC/caspase-1 growth, X-gal OD620, 72 h; inhibition, % at 10 µM; actives 0.61% (n = 280,000); in the data active means inhibition mostly above about 24%, no sharp cut-off; inactive means mostly below about 32%; further: some compounds called inactive have numbers as strong as hits
GPR7 antag = human neuropeptides B/W receptor 1 antagonism; GPR7-expressing cells, fluorescence antagonist assay; inhibition, % at 4.4 µM; actives 1.1% (n = 290,000); in the data active means inhibition above about 16%, passing the limit was not always enough;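 further: cells stimulated with the agonist NPW; 0% = agonist with vehicle and 100% = vehicle without agonist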
IDE cell activ = activators of human insulin-degrading enzyme in cells; actives 0.073% (n = 340,000); activation, % at 5.96 µM; P14735; HEK cells, FAbeta-B cleavage, fluorescence polarization; 0% vehicle, 100% cell-free pure enzyme wells; AID 493087;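 active means activation above the mean of all tested compounds plus 3 SD, set per screening campaign, cut at about 17% in these data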
pCIP destab = compounds decreasing mouse p/CIP protein stability; Q05BA5; F442A p/CIP-EGFP cells, EGFP fluorescence, 16 h; decrease of EGFP signal, % at 10 µM; actives 0.01% (n = 290,000); AID 1984;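 active means EGFP signal decrease of at least 30% at 10 µM or well 3 SD below plate mean, unless failing retest; inactive means the rest, including hits failing retest or dose response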; further: some compounds called inactive have numbers as strong as hits; many of its hits are not listed in these tables
Target sequence (Q05BA5 1-1403): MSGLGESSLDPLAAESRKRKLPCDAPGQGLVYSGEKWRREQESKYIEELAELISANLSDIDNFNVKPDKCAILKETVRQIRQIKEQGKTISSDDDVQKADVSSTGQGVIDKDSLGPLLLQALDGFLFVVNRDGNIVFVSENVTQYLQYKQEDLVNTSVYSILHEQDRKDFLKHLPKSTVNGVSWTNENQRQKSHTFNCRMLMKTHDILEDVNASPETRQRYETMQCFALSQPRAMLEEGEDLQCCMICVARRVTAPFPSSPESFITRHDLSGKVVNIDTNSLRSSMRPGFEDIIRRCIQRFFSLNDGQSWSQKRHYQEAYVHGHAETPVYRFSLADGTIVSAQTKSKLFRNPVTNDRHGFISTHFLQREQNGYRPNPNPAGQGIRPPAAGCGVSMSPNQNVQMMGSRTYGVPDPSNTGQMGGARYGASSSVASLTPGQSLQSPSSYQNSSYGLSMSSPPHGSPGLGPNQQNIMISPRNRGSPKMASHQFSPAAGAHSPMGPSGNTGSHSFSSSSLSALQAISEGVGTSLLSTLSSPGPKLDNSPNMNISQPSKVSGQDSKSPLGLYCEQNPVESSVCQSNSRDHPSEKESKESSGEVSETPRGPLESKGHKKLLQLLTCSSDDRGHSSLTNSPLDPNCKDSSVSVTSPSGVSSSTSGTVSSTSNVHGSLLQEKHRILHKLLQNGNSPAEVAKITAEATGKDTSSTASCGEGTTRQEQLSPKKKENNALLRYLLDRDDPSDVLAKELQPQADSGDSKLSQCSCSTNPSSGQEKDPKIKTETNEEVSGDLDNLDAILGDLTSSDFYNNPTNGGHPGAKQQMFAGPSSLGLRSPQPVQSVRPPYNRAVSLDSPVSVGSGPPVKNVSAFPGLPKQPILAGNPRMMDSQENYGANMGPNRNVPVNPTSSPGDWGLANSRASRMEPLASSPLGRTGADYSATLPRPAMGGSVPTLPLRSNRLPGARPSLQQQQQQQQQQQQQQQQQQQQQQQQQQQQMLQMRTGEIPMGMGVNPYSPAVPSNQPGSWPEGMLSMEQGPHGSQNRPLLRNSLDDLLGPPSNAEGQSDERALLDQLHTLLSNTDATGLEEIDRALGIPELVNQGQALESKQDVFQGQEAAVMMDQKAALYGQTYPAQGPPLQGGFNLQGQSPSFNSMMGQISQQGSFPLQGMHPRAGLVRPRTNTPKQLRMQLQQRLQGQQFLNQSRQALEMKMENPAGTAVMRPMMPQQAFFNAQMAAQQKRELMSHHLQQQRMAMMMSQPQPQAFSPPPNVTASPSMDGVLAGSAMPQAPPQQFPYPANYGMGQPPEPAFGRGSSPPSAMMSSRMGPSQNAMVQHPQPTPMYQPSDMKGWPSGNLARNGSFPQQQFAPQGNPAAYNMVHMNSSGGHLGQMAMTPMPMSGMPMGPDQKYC
PfM18AAP inh = blocks P. falciparum M18 aspartyl aminopeptidase; inhibition, % at 7.35 µM; actives 1.2% (n = 290,000); recombinant PfM18AAP, H-Glu-NHMec fluorogenic cleavage; AID 1822;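 active means inhibition above the campaign mean inhibition over all tested compounds plus 3 SD, cut at about 28% in these data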;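 further: 0% = plate median of test compound wells and 100% = 2 mM ZnCl2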
* marks the source's active call; other numbers are inactive results; · = not tested or not shown.

mol	IDE cell inh	PHOSPHO1 inh	IMP-1 inhibitor	VIM-2 inh	NALP1 yeast inh	GPR7 antag	IDE cell activ	pCIP destab	PfM18AAP inh
COc1ccc(CCNc2ccc(N3C(=O)CC(C)C3=O)cc2[N+](=O)[O-])cc1 (stereo unspecified)	-1	8	-2.4	-2.2	7	-19	8	3	8
Cc1ccc(S(=O)(=O)NNC(=O)c2ccc(NC(=O)C3CC3)cc2)cc1	·	12	-0.7	-3.8	14	-3	3	2	8
COc1cc2c(cc1OC)CN(C(=O)c1oc3ccccc3c1C)CC2	1	-26	-3.3	-1.0	4	-9	3	-3	1
CCCCCCOc1ccc(N2C(=O)CC(N(CCc3ccc(S(N)(=O)=O)cc3)C(C)=O)C2=O)cc1 (stereo unspecified)	-4	15	-0.1	-0.1	-6	4	4	-5	2
CC1CCc2nn(CC(=O)NCCCN3CCOCC3)cc2C1 (stereo unspecified)	5	14	-1.0	-2.3	15	-2	8	-8	-1
Cc1sc2ncnc(-n3cnc4ccccc43)c2c1C	0	-13	7.3*	0.1	-2	-6	0	2	-13
CCCOC(=O)c1ccc(Oc2c(-c3ccc(OC)cc3O)n[nH]c2C)cc1	3	26	-1.5	-1.5	4	-22	7	6	-13
CC(NC(=O)C1CCC(CNS(=O)(=O)c2ccc3c(c2)C(C)(C)C(=O)N3C)CC1)c1ccccc1 (stereo unspecified)	3	20	0.6	0.1	24	-4	1	-3	-12
CC1(C)CC(=O)c2c(n(-c3cccc4ccccc34)ccc2=O)C1	5	21	-1.9	-0.7	11	12	1	4	8
N#Cc1c(NC(=O)C2CC(Cl)=CCC2C(=O)O)sc2c1CCCCC2 (stereo unspecified)	5	24	-2.4	-3.0	4	-6	-3	0	5

5 entries picked at random from those above:
mol	IDE cell inh	PHOSPHO1 inh	IMP-1 inhibitor	VIM-2 inh	NALP1 yeast inh	GPR7 antag	IDE cell activ	pCIP destab	PfM18AAP inh
Cc1sc2ncnc(-n3cnc4ccccc43)c2c1C	0	-13	7.3*	0.1	-2	-6	0	2	-13
COc1cc2c(cc1OC)CN(C(=O)c1oc3ccccc3c1C)CC2	1	-26	-3.3	-1.0	4	-9	3	-3	1
CCCOC(=O)c1ccc(Oc2c(-c3ccc(OC)cc3O)n[nH]c2C)cc1	3	26	-1.5	-1.5	4	-22	7	6	-13
COc1ccc(CCNc2ccc(N3C(=O)CC(C)C3=O)cc2[N+](=O)[O-])cc1 (stereo unspecified)	-1	8	-2.4	-2.2	7	-19	8	3	8
CCCCCCOc1ccc(N2C(=O)CC(N(CCc3ccc(S(N)(=O)=O)cc3)C(C)=O)C2=O)cc1 (stereo unspecified)	-4	15	-0.1	-0.1	-6	4	4	-5	2

Next part:
mol	IDE cell inh	PHOSPHO1 inh	IMP-1 inhibitor	VIM-2 inh	NALP1 yeast inh	GPR7 antag	IDE cell activ	pCIP destab	PfM18AAP inh
O=S(=O)(c1ccc(NC(=S)NN=C(C2CC2)C2CC2)cc1)N1CCOCC1	4	-19	-3.7	-3.6	9	-6	-5	-3	34*
Cc1ccccc1CNC(=O)C(=O)NCC1OCCCN1S(=O)(=O)c1ccc(F)cc1C (stereo unspecified)	-1	56	-1.8	-2.3	-1	-4	3	-17	4
COc1ccc2[nH]c3c(c2c1)CCN1C(=O)N([C@@H](C)C(=O)NC2CCCCC2C)C(=O)[C@]31C (stereo partly specified)	13	39	-1.7	-0.4	15	23*	-1	9	3
CCCCCC/C=N/Nc1nnc(Cc2ccccc2)c(=O)[nH]1	2	27	-2.6	-3.9	-4	-12	2	-8	17
O=C1CC(Cc2ccccc2)C(=O)N1c1ccc(Cl)cn1 (stereo unspecified)	0	-3	-3.1	-3.4	1	-4	-1	-4	0
COc1cc(OC)cc(C(=O)NNC(=O)c2ccccc2Br)c1	-3	2	-3.2	-0.4	28	-6	0	-5	-1
COc1ccc(Cl)cc1-n1c(=S)sc2c(=O)[nH]c(SCC(=O)C(C)(C)C)nc21	0	26	-2.2	-1.8	0	-9	-3	-15	4
CCOC(=O)CC1C(=O)NC2CCCCC2N1C(=O)Nc1ccc(Cl)cc1 (stereo unspecified)	0	1	-2.4	-3.1	17	-9	0	-8	5
CC(C)CNC(=O)CSc1nnc(-c2cccc(S(=O)(=O)N3CCCCC3)c2)o1	-4	11	0.2	1.2	18	-2	6	-54	-9
Cc1cccc(CCNC(=O)COc2cc(=O)n(C)c3ccccc23)c1	5	7	-2.4	-0.3	-7	-29	0	11	4

Another view of part of the listing above:
| IDE cell inh | PHOSPHO1 inh | IMP-1 inhibitor | VIM-2 inh | NALP1 yeast inh | GPR7 antag | IDE cell activ | pCIP destab | PfM18AAP inh | Compound |
| --- | --- | --- | --- | --- | --- | --- | --- | --- | --- |
| 5 | 14 | -1.0 | -2.3 | 15 | -2 | 8 | -8 | -1 | CC1CCc2nn(CC(=O)NCCCN3CCOCC3)cc2C1 (stereo unspecified) |
| 0 | -13 | 7.3* | 0.1 | -2 | -6 | 0 | 2 | -13 | Cc1sc2ncnc(-n3cnc4ccccc43)c2c1C |
| 3 | 26 | -1.5 | -1.5 | 4 | -22 | 7 | 6 | -13 | CCCOC(=O)c1ccc(Oc2c(-c3ccc(OC)cc3O)n[nH]c2C)cc1 |
| 3 | 20 | 0.6 | 0.1 | 24 | -4 | 1 | -3 | -12 | CC(NC(=O)C1CCC(CNS(=O)(=O)c2ccc3c(c2)C(C)(C)C(=O)N3C)CC1)c1ccccc1 (stereo unspecified) |
| 5 | 21 | -1.9 | -0.7 | 11 | 12 | 1 | 4 | 8 | CC1(C)CC(=O)c2c(n(-c3cccc4ccccc34)ccc2=O)C1 |

Other results follow.
Values in the order – IDE cell inh	PHOSPHO1 inh	IMP-1 inhibitor	VIM-2 inh	NALP1 yeast inh	GPR7 antag	IDE cell activ	pCIP destab	PfM18AAP inh
CCN(c1nc(C)cc(OC)n1)S(=O)(=O)c1ccccc1
→ -1	21	-6.4	-2.5	-24	-7	-4	-4	-6
COC(=O)c1ccc(NC(=O)CCc2nnc3ccc(N4CCC5(CC4)OCCO5)nn23)cc1
→ -1	20	-2.5	-4.2	5	-6	4	-6	0
COc1ccc(C(C(=O)NC2CCCC2)N(Cc2ccccc2)C(=O)c2snc(C(N)=O)c2N)cc1OC (stereo unspecified)
→ 1	31	-3.3	-1.7	23	-7	3	-6	4
Cc1ccc(C(=O)N/N=C\c2ccc(OC(=O)c3cccc(F)c3)cc2)cn1
→ -5	32	-2.4	-2.9	13	10	2	2	6
CCOC(=O)N1CCC(N(CCN(C)C)C(=S)Nc2ccc(Oc3ccccc3)cc2)CC1
→ 2	32	2.4	-0.5	9	-8	6	2	8
CC(Sc1ccccc1)C(=O)N1CCN(S(=O)(=O)c2ccccc2C(F)(F)F)CC1 (stereo unspecified)
→ 0	22	-1.2	-1.3	26	-13	6	-42	-2
COC(=O)c1cn(C(=O)c2cc(OC)cc(OC)c2)c2ccccc12
→ -4	35	-6.2	-0.2	4	-7	4	-12	-1
O=C(N/N=C\c1cccnc1)c1ccc(Cl)cc1Cl
→ 3	·	-2.4	-3.4	-6	1	3	-10	-3
CC(=O)Nc1ccc(Nc2ncnc(N)c2[N+](=O)[O-])cc1
→ 6	45	-2.0	-2.0	13	-13	-6	-5	14
Cc1cccc(CCNC(=O)C2CCN(S(=O)(=O)c3c(C)nn(C)c3C)CC2)c1
→ 2	-2	-2.9	-3.5	-14	11	0	-6	2
O=C(O)c1cnc(-c2ccccc2)nc1Sc1ccccc1
→ 8	20	-1.6	0.2	6	6	2	-38	-4
CN(C)CCC1Sc2ccccc2Oc2ccccc21 (stereo unspecified)
→ 9	-13	-3.8	-2.9	16	-4	0	-6	8
CCc1nnc(NC(=O)CSc2nnc(Cc3ccccc3)n2-c2ccccc2)s1
→ 7	1	-3.6	-2.1	24	-12	2	7	1
Cc1ccccc1CC(=O)NCCN1CCOCC1
→ 2	·	0.3	-0.9	·	-5	6	-3	-6
Cn1cc(CNC(=O)C2CCCCC2)cn1
→ -3	11	-6.4	0.7	12	-10	7	-2	1
CCOC(=O)c1nn(-c2ccc3ccccc3c2)cc1O
→ 0	37	-0.8	-0.8	10	-4	5	-6	7
CCOc1cc(C(=O)NCC(C)CN(C)C)cc(OCC)c1OCC (stereo unspecified)
→ -4	16	0.4	-2.6	26	-3	3	1	2
Fc1ccc2[nH]c3c(Cl)ncnc3c2c1
→ 2	24	-1.6	-3.4	3	-3	1	-3	2
Cn1c(COc2ccc(Cl)cc2)nnc1SCC(=O)NC1CCCC1
→ -1	32	-1.8	2.3	3	-9	7	-5	-13
CCOc1ccc(NC(=S)N(CCCN2CCCC2)Cc2cccn2Cc2ccc(Cl)cc2)cc1
→ -3	9	-3.7	-2.8	8	4	12	-9	1
Cc1ccc(S(=O)(=O)N2CCC(C(=O)NC3CC(C)(C)NC(C)(C)C3)CC2)cc1
→ -4	53	-1.8	-0.9	7	-15	2	-3	1
COC(=O)c1c(C)oc(C)c1S(=O)(=O)NCc1ccc(OC)cc1
→ -4	8	-0.9	-2.2	·	16	5	-5	1
Cc1cc(-c2ccccc2)nc(N2CCC(C(=O)NC34CC5CC(CC(C5)C3)C4)CC2)n1
→ -2	18	-2.1	-1.8	-24	5	10	-5	2
CCCc1nnc(SCC(=O)O)n1/N=C/c1ccc2c(c1)OCO2
→ 5	-92	0.6	2.2	6	13	0	7	6
COCCSc1nnc(NC(=O)c2cc(OC)c(OC)cc2[N+](=O)[O-])s1
→ 3	34	-2.1	-3.0	6	-4	3	-17	4
COc1ccccc1CNC(=O)N1CCN(c2ccccc2Cl)CC1
→ 0	19	-5.0	0.3	13	-1	-4	-27	0
O=C(COC(=O)CCc1nc2ccccc2s1)Nc1nc(-c2ccccc2)cs1
→ 5	-2	-1.7	-1.3	30	-9	2	2	1

An unsorted share of the library. Share with any hit: about 5.3%.
